EPAC2 agonist – qHTS for Agonist of cAMP-regulated guanine nucleotide exchange factor 4 (EPAC2): primary screen | Rap guanine nucleotide exchange factor 4 (Homo sapiens), Q8WZA2 | EPAC2 activation, biochemical qHTS; response scale: 100% = 6.5 mM cAMP response | Potency, µM (top dose mostly 154 µM), for inactives: top-dose activation, usual class: activators | 0.079% of 360,000 active | AID 720711, 2013; note: potency is the fitted concentration of half-maximal effect; nearly all actives have a fitted effect of over 50% in size
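Guanine nucleotide exchange by EPAC2 is measured as reduced fluorescence of BODIPY-GDP once it is released from 250 nM Rap1B. Plates are read kinetically for 30 min at room temperature; results are scaled to 6.5 mM cAMP.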
PTHR1 ag – qHTS for PTHR1 Agonists: Primary Screen. Parathyroid hormone/parathyroid hormone-related peptide receptor (Homo sapiens), Q03431. HEK293 GP2 PTHR1 cells, GloSensor cAMP luminescence, 1 h. Potency, µM (series often up to 115 µM), inactives show top-dose activation, usual class: activators. 0.075% of 410,000 active. AID 743266, 2014; note: potency is the fitted concentration of half-maximal effect; nearly all actives have a fitted effect of over 55% in size; some results filed as inactive show a strong effect at the top dose; inactives centre near -15; many of its hits are not listed in these tables
Target sequence (Q03431 whole entry, looked up): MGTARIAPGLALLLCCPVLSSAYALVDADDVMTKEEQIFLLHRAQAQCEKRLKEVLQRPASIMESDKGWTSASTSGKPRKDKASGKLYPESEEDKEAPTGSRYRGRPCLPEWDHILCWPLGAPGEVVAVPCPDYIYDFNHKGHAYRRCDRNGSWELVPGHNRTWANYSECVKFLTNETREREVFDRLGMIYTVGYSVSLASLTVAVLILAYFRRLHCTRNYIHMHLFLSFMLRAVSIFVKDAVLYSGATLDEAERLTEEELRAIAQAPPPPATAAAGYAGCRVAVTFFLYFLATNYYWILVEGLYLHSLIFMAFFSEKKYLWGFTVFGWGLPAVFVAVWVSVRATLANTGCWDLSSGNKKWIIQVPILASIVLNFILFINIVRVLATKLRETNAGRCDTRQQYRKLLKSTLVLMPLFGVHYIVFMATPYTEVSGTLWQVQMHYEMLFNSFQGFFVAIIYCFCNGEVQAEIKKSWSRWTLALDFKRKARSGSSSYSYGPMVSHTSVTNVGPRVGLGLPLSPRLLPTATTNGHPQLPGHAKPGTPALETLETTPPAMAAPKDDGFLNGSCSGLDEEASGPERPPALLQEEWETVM
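HEK-293-derived GP2 cells expressing PTHR1 and a GloSensor cAMP reporter, 3,000/well, plated overnight, given luciferin plus IBMX (each 0.5 mM as added) for 1 h at 37 °C, then compound for 1 h at 37 °C. Luminescence was read after 15 min at room temperature.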
EPAC2 antagonist – qHTS for Antagonist of cAMP-regulated guanine nucleotide exchange factor 2 (EPAC2): primary screen | EPAC2 GEF exchange of Rap1B-BODIPY-GDP, fluorescence | Potency, µM (highest dose often 114 µM), for inactives: at the top dose activity, negative = inhibition, actives largely listed as inhibitors | 0.18% of 360,000 active; note: potency is the fitted concentration of half-maximal effect; % is set by controls: 0 for no effect and ±100 for the full control effect; nearly all actives have a fitted effect of over 45% in size; many of its hits are not listed in these tables
Akt phos inh – HTS Assay for Inhibitors of Akt Phophorylation: Primary Screen; Neuro2A IGF-stimulated pAkt S473 HTRF, 20 min; stronger effect = lower value; activity change, % for hits at 50 µM; 0.32% of 360,000 active; AID 651550, 2012; in the data active = activity change below about -80%; inconclusive = mostly about -51% to -80%; note: % is set by controls: 0 for no effect and ±100 for the full control effect
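Neuro2A cells (4,500/well, DMEM with 0.5% FBS) were treated with compound at a single 50 µM final concentration, stimulated with 6 nM IGF for 20 min at 37 °C, and lysed. Phospho-Akt Ser473 was read by HTRF as 665/615 ratio ×10^4.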
CCT modulator – High-Throughput Screening for Modulators of Cytosolic Chaperonin Activity; activity change, % (no concentration beside the values), hits read low; 0.3% of 360,000 active; AID 651819, 2012; purified chaperonin ATPase assay, HTRF ADP detection, 30 min; in the data active = activity change below about -30%; note: % is set by controls: 0 for no effect and ±100 for the full control effect
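Enzyme 40 or 20 nM (batch-dependent) in Tris pH 7.4/KCl/MgCl2/DTT; cpd 76 uM single point; ATP 10 uM; 30 min 37 °C; Transcreener ADP HTRF detection, 30 min RT; ratio 665/615.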
D3 ag – qHTS of D3 Dopamine Receptor Agonist: qHTS; max activation, %; D(3) dopamine receptor (Homo sapiens), P35462; 0.58% of 410,000 active; AID 652048, 2013; D3R DiscoveRx beta-arrestin cells, luminescence, 90 min; in the data active = max activation above about 30%; note: 0% is about no effect; mostly tested at two doses, the higher about 12 µM
Target sequence (P35462 whole entry, looked up): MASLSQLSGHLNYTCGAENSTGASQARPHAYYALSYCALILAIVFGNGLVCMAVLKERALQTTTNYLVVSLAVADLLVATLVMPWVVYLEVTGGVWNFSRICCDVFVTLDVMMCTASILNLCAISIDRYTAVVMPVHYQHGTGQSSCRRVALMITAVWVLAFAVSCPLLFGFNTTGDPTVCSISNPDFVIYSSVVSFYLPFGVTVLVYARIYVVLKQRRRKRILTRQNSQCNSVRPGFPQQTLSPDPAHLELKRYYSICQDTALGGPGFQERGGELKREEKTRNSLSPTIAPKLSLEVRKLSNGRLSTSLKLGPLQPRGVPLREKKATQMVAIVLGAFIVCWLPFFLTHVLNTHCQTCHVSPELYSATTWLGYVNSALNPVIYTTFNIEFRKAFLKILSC
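Agonist-mode cell screen: cells plated at 1500/well and incubated overnight at 37 °C, then exposed to library compounds for 90 min at 37 °C. Detection reagent was added for 30–60 min at room temperature, and luminescence was read.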
MmCpn inh – Inhibitors of TCP-1 ring complex (TRiC) of Methanococcus maripaludis (MmCpn): qHTS | Chaperonin Mm-Cpn (Methanococcus maripaludis) | 0.031% of 330,000 active | AID 504842, 2011 | Potency, µM (titrated, usually from 76.9 µM), for inactives: top-dose activity, negative = inhibition, usual class: inhibitors | purified Mm-Cpn ATPase, ADP Transcreener TR-FRET; note: potency is the fitted concentration of half-maximal effect; % is set by controls: 0 for no effect and ±100 for the full control effect; nearly all actives have a fitted effect of over 80% in size
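Reaction buffer contained 30 mM Tris pH 7.4, 100 mM KCl, 5 mM MgCl2 and 1 mM DTT. Mm-CPN (25 nM final) hydrolysed 10 uM ATP over 30 min at 37°C; ADP was read by HTRF.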
D3 antag – qHTS of D3 Dopamine Receptor Antagonist: qHTS; D(3) dopamine receptor (Homo sapiens), P35462; D3R cells, DiscoveRx beta-arrestin luminescence, antagonist mode; stronger effect = lower value; max response, negative = inhibition, %; 2.5% of 360,000 active; AID 652054, 2013; in the data active = max response below about -50%; inconclusive = no clear call, values can overlap the other calls; note: % is set by controls: 0 for no effect and ±100 for the full control effect; mostly tested at two doses, the higher about 12 µM
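Cells plated overnight at 1500 cells/well, then exposed to library compounds with dopamine controls for 90 minutes at 37 degrees C. DiscoveRx reagent added for 30–60 minutes at room temperature; luminescence read, quantitative HTS format.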
* hit, by the source's call; i = inactive; ? = inconclusive; · = no result given; & = joins results of further samples; [ ] = dose if it differs, or a comment. Unless noted, calls come from the whole dose curve; as a rule, active = well fitted curve in the direction sought with a large enough effect; inconclusive = small, poorly fitted or top-dose-only effect, or another doubt; inactive = no such curve, though single readings can be large; an effect the other way counts as inactive or inconclusive.

Compound,EPAC2 agonist,PTHR1 ag,EPAC2 antagonist,Akt phos inh,CCT modulator,D3 ag,MmCpn inh,D3 antag
CNc1ccc(/C=C/C(=O)c2cccc3ccccc23)cc1[N+](=O)[O-],7%,i,13%,i,1.1,2,1%,-27
COc1cccc(N(CC(=O)Nc2cccc(N(C)S(C)(=O)=O)c2)S(C)(=O)=O)c1,2%,i,8%,i,-1.0,-3,-11%,3
COCCNC(=O)c1cc2nc(-c3ccc(F)cc3)cc(C(F)(F)F)n2n1,1%,i,-11%,i,-0.6,2,0%,-4
CCCc1cc2c(cc1N(C)S(=O)(=O)c1ccccc1)OCO2,9%,-17%,28µM*,i,-30,-13,·,-8
CCN(c1ccccc1)S(=O)(=O)c1ccc(OCC(=O)Nc2cc(C)on2)cc1,-5%,-12%[57.5 µM],11%,i,-3.8,2,1%,5
O=C(NNS(=O)(=O)c1ccc(F)cc1)c1cc(Cl)ccc1O,-4%,-18%,0%,i,-3.3,18,1%,17
OCCC1CN(Cc2ccc(Oc3ncccn3)cc2)CCN1C1CCCCC1 (stereo not given),1%,0%,5%,i,1.1,-8,-1%,-2
CC1CCCN(C(=O)Cn2nnc(-c3ccccc3F)n2)C1 (stereo not given),6%,-16%,8%,i,-0.5,-10,2%,7
Cc1ccccc1-n1ccnc1SCC(=O)NCC1CCCO1 (stereo not given),6%,-21%,4%,i,-1.7,-3,1%,-1
CC(NC(=O)c1ccccc1)C(=O)NC1CCCc2ccccc21 (stereo not given),1%,-13%,2%,i,-0.9,-3,3%,-9
COCCn1c(SCC(=O)Nc2cc(C)on2)nc2c([nH]c3ccccc32)c1=O,8%,-4%,-3%,i,0.6,3,·,-9
COC(=O)c1c(NC(=O)C(=O)N2CCOCC2)sc2c1CCC2,13%,i,-6%,i,0.2,1,-2%,-17
COCCN(C(=O)CN1CCN(S(=O)(=O)c2ccc(F)cc2)CC1)c1c(N)n(Cc2ccccc2)c(=O)[nH]c1=O,-8%,i,16%,i,1.8,1,2%,8
COc1ccc(CCNC(=O)C(CC(C)C)NC(N)=O)cc1 (stereo not given),6%,?,2%,i,-1.0,1,0%,-3
Cc1ccccc1OCCn1cnc2c(N)ncnc21,-20%,?,?,?,1.5,0,1%,-22
O=C(Cc1csc(N2CCOCC2)n1)N/N=C/c1ccccc1C(=O)O,-1%,-23%,-3%,i,-1.0,5,3%,8
COc1ccc(CN2C(=O)C(=O)N(CC(N)=O)C2=O)cc1,9%,i,2%,i,0.5,7,0%,3
COc1ccc(C(=O)N/C(=C/c2ccco2)C(=O)NCc2ccco2)cc1,14%,i,2%,i,-0.3,-16,-1%,-1
Cc1oc(-c2ccccc2Cl)nc1CS(=O)CC(=O)NCc1ccc(Cl)cc1 (stereo not given),-7%,-7%&-2%,-7%,i,-0.8,11&6,1%,2
Cc1ccc(NC(=O)c2ccccc2NS(=O)(=O)c2ccc(Cl)s2)cc1,1%,-36%[inhibitor],-30%,i,-1.2,11,0%,20
CCc1nc2c(OCc3ccccc3C)cccn2c1N(C)C(=O)C(C)C,7%,16%,-22%,·,-2.5,-19,·,-78*
CCNC(=S)NS(=O)(=O)c1ccc(C)cc1,2%,i,-1%,i,2.2,-2,0%,-28
Cc1cccc(NC(=O)c2ccc3c(c2)CCN3S(C)(=O)=O)c1C,-6%,-7%,0%,i,-1.1,6,2%,-3
CCc1nc(C)c(C(=O)N2CCCC(C(=O)Nc3cccc(-c4cccc(C)c4)c3)C2)o1 (stereo not given),1%,-39%[inhibitor],-21%,i,-0.8,-1,?,16
COc1ccccc1/C=C1\SC(=S)N(CCC(=O)Nc2cc(C)on2)C1=O,7%,i,4%,i,0.7,5,-2%,11
O=C(Cc1cccc(NC(=O)C2CCN(C(=O)C3CCC3)CC2)c1)Nc1cccc(C(=O)N2CCCCC2)c1,5%,-23%,-6%,i,0.2,2,·,50
CCOC(=O)N1CCN(C(=O)C[C@@H]2C[C@@]3(C(=O)OCC)CCC=C3N(Cc3ccco3)C2=O)CC1,0%,-1%,3%,i,-0.4,8,·,22
C=CCc1ccc(OC)c(OC)c1,7%,i,14%,i,2.1,0,1%,-23
Cc1nn(C)c(C)c1S(=O)(=O)N1CCc2ccccc21,12%,-11%,-8%,i,-1.7,3,-1%,-21
O=C(NNC(=S)Nc1ccc(F)cc1)c1cccc([N+](=O)[O-])c1,6%,i,4%,i,-0.2,-22,1%,?
Cc1nn(Cc2ccccc2)c(C)c1C(=O)NCCCN1CCCC1=O,9%,-2%,-8%,i,-0.8,4,0%,-12
CC(NC(=O)CCNC(=O)c1ccco1)c1ccc(F)cc1 (stereo not given),5%,i,8%,i,-1.1,4,1%,1
Cc1cc(C(=O)NCC(=O)OCC(=O)NCCc2ccccc2)ccc1[N+](=O)[O-],16%,i,-1%,i,-5.4,4,-6%,-3
Cc1noc(C)c1-c1ccc(C(=O)NCCC(F)(F)F)c2occc12,6%,-27%,13%,i,1.0,1,·,26
Cc1ccc(N=C2C(=O)Nc3ccc(C)c(Br)c32)cc1,-1%,-32%[inhibitor],5%,i,-0.8,-7,1%,-3
CS(=O)(=O)c1ccc(C(=O)N2CCc3ccccc3C2)cc1,5%,i,-10%,i,-0.2,-4,2%,-13
Cn1c(=O)cc(OCC(=O)NC2CCCCC2)c2ccccc21,11%,i,3%,·,-0.9,1,0%,0
CCc1ccc(-c2nc(CS(=O)CC(=O)NCCCN3CCC(C)CC3)c(C)o2)cc1 (stereo not given),-3%,i,-3%,i,1.6,-7,1%,-3
CCOc1ccc(Nc2ncnc3ccc([N+](=O)[O-])cc23)cc1,-5%,-4%,-1%,i,-3.4,4,0%,8
COc1ccccc1C(C)NCC(=O)NCC(=O)Nc1ccc(F)c(F)c1F (stereo not given),1%,i,5%,i,-0.6,-10,1%,-29

As a short view, 4 of the compounds above:
Compound,EPAC2 agonist,PTHR1 ag,EPAC2 antagonist,Akt phos inh,CCT modulator,D3 ag,MmCpn inh,D3 antag
CCc1nc2c(OCc3ccccc3C)cccn2c1N(C)C(=O)C(C)C,7%,16%,-22%,·,-2.5,-19,·,-78*
CCNC(=S)NS(=O)(=O)c1ccc(C)cc1,2%,i,-1%,i,2.2,-2,0%,-28
Cc1cccc(NC(=O)c2ccc3c(c2)CCN3S(C)(=O)=O)c1C,-6%,-7%,0%,i,-1.1,6,2%,-3
CCc1nc(C)c(C(=O)N2CCCC(C(=O)Nc3cccc(-c4cccc(C)c4)c3)C2)o1 (stereo not given),1%,-39%[inhibitor],-21%,i,-0.8,-1,?,16

Remaining list, next part
Compound,EPAC2 agonist,PTHR1 ag,EPAC2 antagonist,Akt phos inh,CCT modulator,D3 ag,MmCpn inh,D3 antag
COC(=O)[C@@]12CCCCN1[C@H](c1ccc(-c3ccc4c(c3)OCO4)cc1)[C@H]1C(=O)N(C)C(=O)[C@H]12,6%,-11%,0%,i,0.1,7,2%,11
COc1cccc(NC(=O)Nc2ccncc2)c1,1%,i,9%,i,0.4,0,-1%,2
Cc1cc(/C=N/n2cnnc2)c(C)n1-c1ccc(C(=O)O)cc1,8%,25%,18%,·,3.1,3,-1%,-10
CCN(CC)CCNC(=S)Nc1ccc2nc(N3CCN(C)CC3)cc(C)c2c1,-4%,i,5%,i,2.3,-4,3%,1
COc1ccc(C(=O)Nc2cc(=O)[nH]c3ncnn23)cc1,6%,1%,-2%,i,2.5,2,0%,-3
CN(C)CCn1nnc2c(=O)oc3ccccc3c21,5%,i,-3%,i,-3.4,4,-2%,18
COC(=O)c1onc(C(=O)c2ccccc2)c1C(=O)OC,-2%,i,12%,i,-0.7,12,3%,-14
O=C(C1CCN(S(=O)(=O)c2cccc3cccnc23)CC1)N1CCN(C2CCCCC2)CC1,4%,-10%,4%,i,0.2,-1,-23%,9
CC(=O)Oc1ccc(C(=O)Nc2ccc(S(=O)(=O)NCC3CCCO3)cc2)cc1 (stereo not given),0%,-6%,1%,i,-5.1,-3,2%,-5
CN(CC(=O)C(C(N)=O)c1ccccc1)c1ccccc1 (stereo not given),8%,-23%,6%,i,2.3,-4,·,-5
Cn1c(=O)c2c(ncn2CC(=O)OCC(=O)NC2CCCc3ccccc32)n(C)c1=O (stereo not given),2%,-11%[57.5 µM],4%,i,-1.9,-1,-1%,-16
COC(=O)C1=C(C)n2cnnc2NC1c1ccc(Cl)cc1 (stereo not given),6%,-26%,-21%,i,-1.3,4,-1%,-4
COc1ccc(NC(=O)Cn2nc(C)c([N+](=O)[O-])c2C)cn1,7%,i,12%,i,2.5,-8,0%,-5
COc1ccc(N=c2oc3cc(O)ccc3cc2C(=O)NCC2CCCO2)c(OC)c1 (stereo not given),19%,-22%[57.5 µM],1%,i,-1.3,6,0%,10

Bioassay records deposited in PubChem by National Center for Advancing Translational Sciences (NCATS).

Not all compounds are listed; the hit share may differ from the screen's.
